FLuc counter – qHTS profiling assay for firefly luciferase inhibitor/activator using purifed enzyme and Km concentrations of substrates (counterscreen for miR-21 project) | 360,000 compounds, 6.9% hits | Potency, µM (titrated, usually from 57.5 µM), without a hit: at the top dose activity change, negative = inhibition, most hits filed as inhibitors | purified FLuc, Km substrates, luminescence inhibition; active means well fitted inhibition curve with a large enough effect; inconclusive means small, poorly fitted or top-dose-only effect;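 further: plate controls were vehicle for no effect and reference inhibitor for full effect; nearly all actives have a fitted effect of over 55% in size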
Target sequence (P08659 whole entry, looked up): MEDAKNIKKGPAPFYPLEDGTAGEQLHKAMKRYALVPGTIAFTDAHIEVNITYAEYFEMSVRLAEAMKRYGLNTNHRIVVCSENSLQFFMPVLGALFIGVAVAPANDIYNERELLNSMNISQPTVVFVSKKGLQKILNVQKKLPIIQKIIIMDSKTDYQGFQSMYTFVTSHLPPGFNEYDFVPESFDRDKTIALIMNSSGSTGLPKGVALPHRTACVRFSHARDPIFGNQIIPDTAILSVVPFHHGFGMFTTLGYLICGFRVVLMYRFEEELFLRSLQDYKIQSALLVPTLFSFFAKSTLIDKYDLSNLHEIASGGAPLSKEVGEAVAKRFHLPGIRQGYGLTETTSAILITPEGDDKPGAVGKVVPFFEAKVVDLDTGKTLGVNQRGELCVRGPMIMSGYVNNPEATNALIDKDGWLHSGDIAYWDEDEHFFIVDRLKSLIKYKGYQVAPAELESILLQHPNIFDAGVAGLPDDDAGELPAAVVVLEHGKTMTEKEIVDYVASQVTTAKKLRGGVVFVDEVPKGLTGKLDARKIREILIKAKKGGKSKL
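Purified P. pyralis luciferase, 10 nM final, with Km-level 10 uM D-luciferin and 10 uM ATP in 50 mM Tris acetate pH 7.5, 10 mM Mg acetate, 0.01% Tween-20, 0.05% BSA; 6-point qHTS titration about 60 µM downward; luminescence read.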
The depositor's hits bear a star; ? = inconclusive; [ ] = dose if it differs, or a comment. Potency means the concentration at half of the fitted maximal effect. This is a subset; rates above refer to the full screens.

SMILES | FLuc counter
Cc1cc(Cl)ccc1NC(=O)CCn1nc(C)c2c(C)n(-c3ccccc3)nc2c1=O | -10%
COc1ccc(-c2cc(C(=O)Nc3sc4c(c3C(N)=O)CCC(C)C4)no2)cc1 (centres undefined) | 2%
O=C(Nc1ccc(C(F)(F)F)cc1)C1CCCN(S(=O)(=O)c2cccc3cccnc23)C1 (centres undefined) | -3%
CCc1cccc(C)c1Nc1c(-c2cccc(O)c2)nc2sccn12 | -19%
COc1ccc(C(=O)CN2CCN(S(=O)(=O)c3ccc(C(C)C)cc3)CC2)cc1 | -15%
Cc1cc(C)c2sc(N(Cc3cccnc3)C(=O)CCS(=O)(=O)c3ccccc3)nc2c1 | -5%
Cc1ccc2c(Sc3ccccc3)c(C(=O)NCc3ccccc3F)[nH]c2c1 | -5%
Cn1cc(-c2cc3n(n2)CCC(=O)N3CCCC(=O)NCc2ccc(Cl)cc2)c2ccccc21 | -3%
CCOc1ccc(NC(=O)CSC2=Nc3ccccc3C3=NC(CC(=O)NCc4cccs4)C(=O)N23)cc1 (centres undefined) | -12%
COc1ccc(NC(=O)CCCS(=O)(=O)c2nc(-c3ccccc3OC)cc(C(F)(F)F)n2)c(OC)c1 | -8%
COc1cccc(CNC(=O)CCc2nc(-c3ccc(C)cc3)no2)c1 | 1%
COC(=O)c1scc(-c2ccc(C)cc2)c1S(=O)(=O)N1CCN(c2cccc(Cl)c2)CC1 | 2%
O=C(Cn1ccn(-c2cccc(Cl)c2)c(=O)c1=O)c1ccc(F)cc1 | -17%
Cc1ccc2nc(NCc3ccccc3Cl)c3nnnn3c2c1 | 4%
CCc1ccc(C2=CC(c3cccc(OC)c3OC)n3c(nc4ccccc43)N2)cc1 (centres undefined) | 4.3µM*

Next section; it opens with the two that closed the last part.
SMILES | FLuc counter
Cc1ccc2nc(NCc3ccccc3Cl)c3nnnn3c2c1 | 4%
CCc1ccc(C2=CC(c3cccc(OC)c3OC)n3c(nc4ccccc43)N2)cc1 (centres undefined) | 4.3µM*
Cc1cccc(CCNC(=O)c2sc3nc4n(c(=O)c3c2C)CCCC4)c1 | 13µM*
COc1ccc(CNC(=O)c2ccc3c(c2)N(Cc2ccccc2)CCS3)cc1 | -6%
COc1ccccc1NC(c1ccc(Cl)cc1)c1nnc(-c2cccc(F)c2)o1 (centres undefined) | ?
Cc1ccc(CNc2ncnc3c2nnn3C)cc1 | -5%
COc1ccc(CCNC(=O)c2cnc3sc(N4CCCCC4)nn3c2=O)cc1OC | -3%
CCn1c(C)c(C)c2cc(C(=O)NCc3ccc(OC)cc3OC)ccc21 | -5%
CCOc1ccccc1C(=O)Nc1cc2c(cc1C)n(C)c(=O)c(=O)n2C | 1%
CN(C)CCNC(=O)c1ccc(Cn2c(SCc3ccc(F)cc3)nc3cccnc32)cc1 | 6µM*
CN(C(=O)Cn1cc(S(=O)(=O)Cc2ccccc2Cl)c2ccccc21)c1ccccc1 | -2%
Cc1ccc(Nc2c(C(C)C)c(C)c(C#N)c3nc4ccccc4n23)cc1 | -11%
CCOc1ccc(S(=O)(=O)N2CCC(c3ccncc3)CC2)cc1 | -1%
COc1cc(C(=O)NC2(C(F)(F)F)C(=O)NC(C)=C2C#N)cc(OC)c1OC (centres undefined) | 0%
CCOC(=O)c1cnc2c(ccc3ccccc32)c1Nc1ccc(OC)cc1OC | -1%
CCOC(=O)c1ccc(NC(=O)CN2c3ccccc3S(=O)(=O)c3ccccc32)cc1 | -1%
CN1CCN(c2ncc3c(n2)CCN(Cc2cc(Br)cs2)C3)CC1 | -5%
COc1cccc(CNC(=O)Cn2ncn3nc(-c4cccs4)cc3c2=O)c1 | 1%
COc1cc(C(=O)NC2CC(=O)N(c3cccc(F)c3)C2)cc(OC)c1OC (centres undefined) | -1%
O=C(Cn1ncc2c([nH]c3ccccc32)c1=O)NCc1cccc(Cl)c1 | 0%
CCN(CCCNC(=O)CSc1cc(=O)n(C)c2cc(Cl)ccc12)c1ccccc1 | -15%
CCCCOc1ccc(C(=O)Nc2cc(-c3cn4cccnc4n3)ccc2OC)cc1 | -9%
CCOc1ccc2nc(N3CCCC(C(=O)Nc4ccc(OC)c(Cl)c4)C3)sc2c1 (centres undefined) | 3µM*
Cc1ccccc1CNC(=O)c1cccc(NC(=O)c2nsc3ccccc23)c1 | 5.4µM*
COc1cc(NC(=O)CCc2c(C)nn(-c3ccc4nnc(C)n4n3)c2C)cc(OC)c1OC | -6%
Cc1cc(N2CCCCC2)nc2ccc(NC(=O)/C=C/c3ccccc3Cl)cc12 | -3%
COc1ccc(CCNC(=O)CCc2cn(Cc3ccccc3Cl)c3ccccc23)c(OC)c1 | -2%
Cc1ccc(-c2noc(CNS(=O)(=O)c3ccc(F)cc3)n2)cc1 | -15%
COc1ccc(Nc2cc(C(=O)NC3CCCC3)c3ccccc3n2)cc1 | ?
Cc1cccc(-c2nnc3n(CCc4ccccc4)c(=O)c4ccccc4n23)c1 | -1%
Cc1ccc(CNC(=O)c2ccc(N3CCCC3)c(NC(=O)Nc3ccc(F)c(Cl)c3)c2)cc1 | 3%
CC(=O)NC1CC(=O)N(c2ccc3c(c2)OCCO3)C1 (centres undefined) | 4%
O=C(c1ccc(CSc2nc3ccncc3n2Cc2ccccc2)cc1)N1CCCCCC1 | 17µM*
CCc1ccccc1N(CC)C(=O)C(=O)Nc1ccc2nc3n(c(=O)c2c1)CCCCC3 | -1%
CCS(=O)(=O)c1ncc(N(Cc2ccc(F)cc2)Cc2ccco2)c(C(=O)Nc2cc(C)ccc2C)n1 | 0%
Cn1c(=O)c2c(SCC(=O)NCc3ccco3)nc(-c3ccccc3)nc2n(C)c1=O | -2%
CCCCc1nn2c(=O)cc(COC(=O)c3ccccc3NC(=O)c3cccc(C)c3)nc2s1 | -5%
Cc1nc(-c2ccc(Cl)cc2)sc1CCNC(=O)C(=O)Nc1ccc(F)cc1F | -2%
COC(=O)c1c(NC(=O)COc2cc(C)ccc2C(C)C)sc2c1CCC(C)C2 (centres undefined) | -5%
Cc1ccc(Cl)cc1NC(=O)Cn1c(=O)n(CCC(=O)NCc2ccc3c(c2)OCO3)c(=O)c2sccc21 | -7%
COc1cc(C)c(Cl)cc1S(=O)(=O)NCCc1c(C)[nH]c2ccccc12 | -1%
COc1ccccc1CNC(=O)c1ccc2c(c1)CCN2S(=O)(=O)c1ccc(Cl)cc1 | -2%
Cc1cc(C)cc(NC(=O)C(=O)NCC(c2cccnc2)N2CCN(c3ccccc3)CC2)c1 (centres undefined) | 4%
COc1ccc(NC(=O)c2cnc(SCC(=O)Nc3nc4ccc(C)cc4s3)n(C)c2=O)cc1 | -3%
O=S(=O)(Nc1cccc(-c2ccc(N3CCCCC3)nn2)c1)c1cccs1 | 0.95µM*
COc1cccc(Cc2nc3ccccc3nc2SCC(=O)N2CCc3ccccc32)c1 | -6%
O=C(COc1ccccc1[N+](=O)[O-])N1CCC(c2nc3ccccc3o2)CC1 | 1%
CCOc1ccc(-c2nn(CC(=O)NC3CCCC3)c3c2cnc2ccc(F)cc23)cc1 | -2%
CC(C)Sc1nc2sc3c(c2c(=O)n1-c1ccccc1)CCCC3 | -7%
CCc1ccc(NC(=O)CC2C(=O)N(c3cccc(C)c3)C(=O)N2Cc2cccs2)cc1 (centres undefined) | ?
O=C(c1cccs1)N(Cc1cccnc1)c1nc2c(Cl)cccc2s1 | ?
Cc1nc2ccccn2c(=O)c1NC(=O)c1ccc(C(F)(F)F)cc1 | 1%
Cc1ccc2c(=O)cc(C(=O)NCc3ccccc3)oc2c1 | -6%
COc1ccc(-n2cc(-c3ccc4c(c3)OCO4)n(CC(=O)Nc3cc(Cl)ccc3C)c2=O)cc1 | 3%
Cc1ccc(C)c(CN2C(=O)c3ccccc3S(=O)(=O)c3ccc(C(=O)N4CCc5ccccc54)cc32)c1 | -4%
O=C(NC1CCCCC1)c1ccc(CSc2nc3ccncc3n2Cc2ccccc2F)cc1 | ?
Clc1cccc(-n2ncc3c(NCCCN4CCOCC4)ncnc32)c1 | ?
CC(=O)N1CCCc2cc(S(=O)(=O)N3CCCC(C(=O)NC(C)C)C3)ccc21 (centres undefined) | 1%
Cc1cc(NC(=O)CSc2ncc(C(=O)Nc3ccc(Cl)cc3)c(=O)n2C)no1 | -5%
COc1ccc(-c2c(C#N)c(SCC(=O)Nc3ccccc3C)nc(C)c2C(=O)Nc2ccccc2)cc1OC | -8%
CCCCN(C)C(=O)Cn1c(SCC(=O)Nc2ccc(C)c(C)c2)nc2ccccc21 | ?
COc1cc(C2Nc3c(C)cc(C)cc3-c3cc(C)nn32)cc(OC)c1O (centres undefined) | -13%

Next records.
SMILES | FLuc counter
COc1ccc2c(CNCCc3ccccc3C)c(C(=O)O)n(Cc3ccccc3C)c2c1 | -6%
O=C(CSc1nnc2[nH]c(=O)cc(-c3ccccc3)n12)Nc1ccccc1C(F)(F)F | 2.7µM*
Fc1ccc(Nc2nc(-c3cccc(Cl)c3)c3c(n2)-c2ccccc2OC3)c(F)c1 | -16%
COc1ccc2ncc3c(-c4ccc(C)c(C)c4)nn(CC(=O)Nc4ccccc4)c3c2c1 | -3%
CCCNC(=O)c1cc2n(n1)CCCN(Cc1ccc(C)cc1)C2=O | 0%
Cc1cc(C)c2c(=O)c3c(oc2c1)C(=O)N(Cc1ccco1)C3c1ccc(F)cc1 (centres undefined) | -2%
CCOC(=O)C1CCCN(C(=O)c2[nH]c3ccccc3c2Sc2ccc(Cl)cc2)C1 (centres undefined) | 81%[activator]
CCc1ccc(Cn2c(CNS(=O)(=O)c3ccc([N+](=O)[O-])cc3)nc3cccnc32)cc1 | -1%
Cc1ccc(NC(=O)CSc2nc3c([nH]c4ccccc43)c(=O)n2-c2ccccc2)cc1Cl | 1%
CC(C)c1nn2c(=O)cc(COC(=O)c3ccccc3NC(=O)COc3ccccc3)nc2s1 | 21µM*
CCC(=O)N1CCc2cc(S(=O)(=O)NC(C(=O)NCCc3ccc(C)cc3)C(C)C)ccc21 (centres undefined) | -4%
COc1ccccc1NC(=O)c1ccc(COc2ccc(C)c(C)c2)o1 | ?
CCOc1ccc(-c2c(C)nn3c(C)c(C(=O)NC(C)c4ccccc4)cnc23)cc1OCC (centres undefined) | -1%
C#CC(C)(CC)NC(=O)Cn1nnc(-c2ccc(OCc3ccccc3C)cc2)n1 (centres undefined) | -7%
O=C(Oc1ccc(F)cc1)c1nc(SCc2ccccc2F)ncc1Cl | 3%
O=C(Nc1c(O)c2ccccc2oc1=O)c1ccccc1Cl | -4%
CC1CCCN(S(=O)(=O)c2ccc(N3CCCCS3(=O)=O)cc2)C1 (centres undefined) | -4%
O=C(c1cc(=O)c2cc(Cl)ccc2o1)N(Cc1ccccc1)C1CCS(=O)(=O)C1 (centres undefined) | -3%
Cc1ccc(-n2ncc3c(NCCCn4ccnc4)ncnc32)cc1Cl | 12µM*
CC(C)(C)OC(=O)N1CCC(c2c(C(=O)NCCN3CCOCC3)cnn2-c2cccc(F)c2)CC1 | -3%
CCc1ccc(Cn2c(CNS(=O)(=O)c3ccc4c(c3)CCCC4)nc3cccnc32)cc1 | -15%
Cc1cc(C)c2nc(N(Cc3cccnc3)C(=O)Cc3ccccc3)sc2c1 | -1%
Cc1ccc(C)c(CN2C(=O)c3ccccc3S(=O)(=O)c3ccc(C(=O)N4CCN(c5ccccn5)CC4)cc32)c1 | -3%
Cc1cc(-c2ccc(S(=O)(=O)Nc3cc(Cl)ccc3C)s2)on1 | ?
Cn1cnc(S(=O)(=O)N2CCCC(C(=O)NCc3ccccc3Cl)C2)c1 (centres undefined) | -2%
Cc1ccccc1C(=O)Nc1cccc(C(=O)OCc2cc(=O)n3c4c(sc3n2)CCCC4)c1 | 0%
CC(=O)c1cccc(NS(=O)(=O)c2ccc3c(c2)NC(=O)CC(=O)N3)c1 | -5%
O=C(NCCc1ccccc1)c1ccc2c(c1)CCN2S(=O)(=O)c1ccc(Cl)cc1 | -7%
CC1CCc2c(cc(-c3ccccc3)n2-c2ccc(C(=O)NC(C)C)cc2)C1 (centres undefined) | -3%
Cc1ccccc1CNC(=O)Cn1cc2c(n1)-c1c(oc(C(=O)N3CCCC3)c1C)CC2 | -13%
CCCNC(=O)c1cnn(-c2ccc(C)c(C)c2)c1C1CCN(C(=O)OC(C)(C)C)CC1 | 5%

Compounds listed so far containing an aryl thioether with sulfur outside any ring (16):
SMILES | FLuc counter
Cc1ccc2c(Sc3ccccc3)c(C(=O)NCc3ccccc3F)[nH]c2c1 | -5%
CN(C)CCNC(=O)c1ccc(Cn2c(SCc3ccc(F)cc3)nc3cccnc32)cc1 | 6µM*
CCN(CCCNC(=O)CSc1cc(=O)n(C)c2cc(Cl)ccc12)c1ccccc1 | -15%
O=C(c1ccc(CSc2nc3ccncc3n2Cc2ccccc2)cc1)N1CCCCCC1 | 17µM*
Cn1c(=O)c2c(SCC(=O)NCc3ccco3)nc(-c3ccccc3)nc2n(C)c1=O | -2%
COc1ccc(NC(=O)c2cnc(SCC(=O)Nc3nc4ccc(C)cc4s3)n(C)c2=O)cc1 | -3%
COc1cccc(Cc2nc3ccccc3nc2SCC(=O)N2CCc3ccccc32)c1 | -6%
CC(C)Sc1nc2sc3c(c2c(=O)n1-c1ccccc1)CCCC3 | -7%
O=C(NC1CCCCC1)c1ccc(CSc2nc3ccncc3n2Cc2ccccc2F)cc1 | ?
Cc1cc(NC(=O)CSc2ncc(C(=O)Nc3ccc(Cl)cc3)c(=O)n2C)no1 | -5%
COc1ccc(-c2c(C#N)c(SCC(=O)Nc3ccccc3C)nc(C)c2C(=O)Nc2ccccc2)cc1OC | -8%
CCCCN(C)C(=O)Cn1c(SCC(=O)Nc2ccc(C)c(C)c2)nc2ccccc21 | ?
O=C(CSc1nnc2[nH]c(=O)cc(-c3ccccc3)n12)Nc1ccccc1C(F)(F)F | 2.7µM*
CCOC(=O)C1CCCN(C(=O)c2[nH]c3ccccc3c2Sc2ccc(Cl)cc2)C1 (centres undefined) | 81%[activator]
Cc1ccc(NC(=O)CSc2nc3c([nH]c4ccccc43)c(=O)n2-c2ccccc2)cc1Cl | 1%
O=C(Oc1ccc(F)cc1)c1nc(SCc2ccccc2F)ncc1Cl | 3%

High-throughput results from PubChem BioAssay.
